CaV13 FRET inh: Disruptors of the CACNA1D IQ motif to Ca2+-dependent inactivation inhibitor domain association, primary screening, Förster resonance energy transfer in intact living …. inhibition, % at 12.3 µM. HEK cells, CFP/YFP FRET ICDI-IQ, plate reader, 10 min; percent FRET-ratio fall versus neutral wells. actives 0.098% (n = 340,000);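 active = mean replicate inhibition of at least 30% and at least 1% of replicates passing that level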;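 note: 0% = median of the neutral control wells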
ABHD5-PLIN5 inh: ABHD5-PLIN5 protein interaction inhibition. Q00G26+Q8WTS1. AID 602281. Split G. princeps luciferase complementation, luminescence, 4 h. inhibition, % at 4 µM. actives 0.78% (n = 360,000);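 active = inhibition above the mean inhibition across every tested compound plus 3 SD, cut at about 22% in these data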;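 note: 0% = DMSO only wells and the 100% control is not disclosed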
PDI inh: blocks human protein disulfide isomerase activity. P07237. actives 0.052% (n = 350,000). PDI insulin aggregation turbidity, A650, 90 min. inhibition, % at 10 µM;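 active = mean inhibition across replicates of 30% or more, whatever share of single replicates reach that level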;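 note: absorbance from insulin aggregation driven by PDI reduction with DTT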
MC4R antagonist: antagonists of human melanocortin 4 receptor (MC4R); inhibition, % at 6.5 µM; P32245; AID 540295; MC4R-expressing cells, MTII-stimulated cAMP, LANCE TR-FRET; actives 0.48% (n = 360,000);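 active = inhibition above its plate's cutoff, the mean of tested wells on that plate plus 3 SD, cut at about 29% in these data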;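 note: 0% = Melanotan II alone and 100% = Melanotan II plus saturating MCL0020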
Target sequence (P32245 whole entry, looked up): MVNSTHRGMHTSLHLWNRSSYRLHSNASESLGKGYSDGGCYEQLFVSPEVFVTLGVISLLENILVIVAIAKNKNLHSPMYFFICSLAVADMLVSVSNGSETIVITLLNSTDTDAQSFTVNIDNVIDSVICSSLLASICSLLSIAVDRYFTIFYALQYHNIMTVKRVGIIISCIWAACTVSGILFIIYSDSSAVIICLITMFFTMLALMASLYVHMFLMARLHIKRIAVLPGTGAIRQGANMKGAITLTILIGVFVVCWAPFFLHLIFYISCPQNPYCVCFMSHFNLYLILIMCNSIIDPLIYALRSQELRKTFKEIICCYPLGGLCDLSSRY
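Test system: U2OS cells stably expressing human melanocortin 4 receptor (MC4R); also added: Melanotan II challenge; compound: 6.5 µM single dose; timing: 30-min compound preincubation, 1-h Melanotan II challenge, 1-h detection, room temperature; signal: Eu-cAMP/anti-cAMP TR-FRET, emission 671 nm; repeats: one well per compound, no replicates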
MC4R ag barr: agonists of human melanocortin 4 receptor (MC4R) beta-arrestin; P32245; U2OS MC4R beta-arrestin complementation, luminescence; percent of melanotan II response, DMSO zero; activation, % at 8.9 µM; actives 0.98% (n = 360,000);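 active = activation above a per-plate cutoff, the mean activation of sample wells on that plate plus 3 SD, cut at about 8% in these data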
N-glyco inh: N-linked glycosylation inhibition. AID 588692. D54 ERlucT glycosylation luciferase reporter, 24 h; percent of 100 nM tunicamycin response. actives 0.23% (n = 360,000). reporter increase, % at 12.5 µM;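 active = mean luciferase reporter signal, scaled so untreated is 0 and the glycosylation-blocking control 100, at or above a set limit in every replicate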;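 note: luciferase carries N-glycosylation sites so blocking glycosylation raises the light; 0% = median of neutral control wells and 100% = median of 100 nM tunicamycin wells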
m5-HT2A agonist: activates the mouse 5-HT2A serotonin receptor | P35363 | CHO-K1 mHTR2A beta-arrestin complementation, luminescence; percent of 30 µM serotonin response | activation, % at 7.6 µM | actives 0.66% (n = 360,000) | AID 624169;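 active = activation above a run cutoff, the mean activation of all tested compounds plus 3 SD, cut at about 14% in these data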;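 note: 0% = plate median of compound wells and 100% = 30 µM serotonin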
Target sequence (P35363 whole entry, looked up): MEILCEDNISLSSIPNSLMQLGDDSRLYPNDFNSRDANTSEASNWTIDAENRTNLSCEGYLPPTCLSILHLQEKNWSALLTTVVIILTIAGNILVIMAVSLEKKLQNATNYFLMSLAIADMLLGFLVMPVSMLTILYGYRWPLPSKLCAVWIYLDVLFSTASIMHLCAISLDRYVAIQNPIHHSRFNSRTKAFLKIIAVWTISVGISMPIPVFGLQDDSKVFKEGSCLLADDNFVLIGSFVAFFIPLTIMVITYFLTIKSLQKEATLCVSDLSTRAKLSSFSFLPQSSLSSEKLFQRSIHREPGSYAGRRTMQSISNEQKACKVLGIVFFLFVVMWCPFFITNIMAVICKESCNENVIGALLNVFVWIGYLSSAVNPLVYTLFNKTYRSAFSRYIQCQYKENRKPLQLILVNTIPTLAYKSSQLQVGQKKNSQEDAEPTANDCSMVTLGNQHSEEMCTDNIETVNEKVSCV
H9c2 protect: myocardial damage modulation in H9c2 cells; protection from H2O2 cell death, % at 20 µM; H9c2 cardiomyocytes, H2O2 injury protection, ATPLite, 2 h; actives 0.63% (n = 360,000);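 active = compounds giving at least 50% protection of heart cells from peroxide-induced death in the single-dose screen, raw or plate-pattern-corrected value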;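 note: 0% = DMSO wells with peroxide and 100% = DMSO wells without peroxide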
ABCB6 inh 2: human ABCB6 transporter inhibition; Q9NP58; K562-ABCB6 porphyrin accumulation, flow cytometry, 1 h; hits give low values; fluorescence ratio to DMSO, % at 10 µM; actives 0.19% (n = 360,000); AID 602162;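 active = fluorescence ratio to DMSO below 75%, the collection mean minus 3 SD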;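 note: signal is porphyrin accumulated inside mitochondria; 100% equals median channel fluorescence of DMSO control wells; lower ratio means ABCB6 inhibition with less porphyrin fluorescence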
Exocytosis inh: lytic granule exocytosis inhibition. inhibition, % at 10 µM. TALL-104 LAMP-1 surface exposure, flow cytometry; cells stimulated with thapsigargin and PMA. actives 0.66% (n = 360,000);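 active = inhibition above about 55%, limit read from the data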
Active calls of the source: *; . = not tested or not shown.

(1) COc1cc(NC(=O)Nc2ccc(C)cc2)cc([N+](=O)[O-])c1
(2) CCN(CC)S(=O)(=O)c1cc(NC(=O)CSc2n[nH]c(N)n2)ccc1C
(3) O=C(Oc1ccc(/C=N/NC(=O)c2ccccn2)cc1)c1ccc(Br)cc1
(4) COC(=O)c1c(NC(=O)c2ccco2)sc(C(=O)N2CCCC2)c1C
(5) CCc1nc2oc3cc(OC)ccc3c(=O)c2c(=O)n1-c1ccccc1
(6) CC(Oc1ccccc1)C(=O)Nc1ccc(S(=O)(=O)N2CCN(C)CC2)cc1 (centres undefined)
screen / no.	1	2	3	4	5	6
N-glyco inh	-1	2	1	-2	2	-2
ABCB6 inh 2	96	98	95	107	97	97
PDI inh	1	-4	22	6	-5	0
H9c2 protect	-27	4	-1	2	-3	-5
MC4R antagonist	2	1	2	14	0	6
m5-HT2A agonist	-8	3	4	-3	2	8
MC4R ag barr	-0.9	1.3	-3.1	0.3	-0.9	-3.5
CaV13 FRET inh	-16	-7	-6	-9	-5	-7
Exocytosis inh	14	-1	-9	5	-1	3
ABHD5-PLIN5 inh	-5	-4	0	3	6	1

(7) Cc1cc(-c2ccc(Cl)cc2)c(C#N)c(N)n1
(8) O=C(CCC(=O)Nc1ccccc1Cl)N/N=C/c1ccccc1
(9) Cc1ccc(CCNC(=O)c2cc(S(=O)(=O)N3CCOCC3)cn2C)cc1
(10) CCCCn1c(N)c(N(CC(C)C)C(=O)c2ccc(S(=O)(=O)N3CCCCCC3)cc2)c(=O)[nH]c1=O
(11) Cc1ccc(NC(=O)NNC(=O)C2CC(c3cccs3)=NO2)cc1 (centres undefined)
(12) COc1nc(C#N)c(N2CCOCC2)o1
screen / no.	7	8	9	10	11	12
N-glyco inh	2	1	2	1	1	-1
ABCB6 inh 2	105	99	104	101	100	99
PDI inh	-2	-12	.	15	-14	-4
H9c2 protect	-2	-2	1	2	5	8
MC4R antagonist	-10	-5	7	11	2	-3
m5-HT2A agonist	4	0	4	6	-1	-2
MC4R ag barr	-0.1	-1.4	0.4	-3.3	-3.7	1.1
CaV13 FRET inh	-9	-2	9	-14	.	-3
Exocytosis inh	9	8	-1	3	-7	1
ABHD5-PLIN5 inh	3	-11	-2	-6	-7	2

(13) COCCCNC(=S)NNC(=O)c1csc(C)n1
(14) O=C(OCc1ccccc1)N1C[C@H](O)[C@H](O)C[C@@H]1c1c(Cl)cccc1Br
(15) Cn1cnnc1SCC(=O)NCCc1ccccc1
(16) CCOCCc1nn2c(=O)cc(CSCC(=O)Nc3cccc(C)c3C)nc2s1
(17) CCCCNC(=O)[C@H]1N2C(=O)c3c(ccc(OC)c3OC)C2SC1(C)C (some centres undefined)
(18) Nc1ncnc2c1ncn2C1OC(CO)C(O)C1N (centres undefined)
screen / no.	13	14	15	16	17	18
N-glyco inh	1	0	1	0	3	2
ABCB6 inh 2	99	99	89	101	100	105
PDI inh	-5	.	-2	-2	-5	.
H9c2 protect	-2	16	0	5	4	2
MC4R antagonist	16	.	14	1	3	-3
m5-HT2A agonist	1	-1	-1	6	8	-3
MC4R ag barr	-2.1	.	-1.2	-1.2	-2.5	-2.3
CaV13 FRET inh	-4	-6	-5	-15	-20	.
Exocytosis inh	-7	0	2	-2	-7	21
ABHD5-PLIN5 inh	1	-7	-2	-4	-10	3

(19) Cc1cccc(NC(=O)CSc2nnc(-c3ccco3)n2CC2CCCO2)n1 (centres undefined)
(20) Cc1ccc(S(=O)(=O)Nc2ccc3c(c2)CCC3)cc1
(21) O=C(NC(=S)Nc1cccc(-c2ccc(CO)o2)c1)c1cccs1
(22) O=C(O)CC(NS(=O)(=O)c1ccc(Br)cc1)c1ccco1 (centres undefined)
(23) O=C1CC(c2cccs2)Cc2nc(NCC3CCCO3)ncc21 (centres undefined)
(24) CN(C(=O)Nc1ccccc1)C1CCCc2ccccc21 (centres undefined)
screen / no.	19	20	21	22	23	24
N-glyco inh	1	-6	3	0	-1	1
ABCB6 inh 2	97	102	103	87	97	99
PDI inh	8	-12	-1	3	2	-2
H9c2 protect	4	-14	6	7	10	3
MC4R antagonist	3	-8	-2	2	5	11
m5-HT2A agonist	15*	-1	-4	5	5	1
MC4R ag barr	-1.5	2.8	-3.2	0.5	-0.8	-0.2
CaV13 FRET inh	-5	-6	-7	-6	.	-5
Exocytosis inh	-1	-4	2	-2	-4	-4
ABHD5-PLIN5 inh	1	-11	-1	3	-3	0

Overlap with the part before: 2 compounds; new compounds follow.
(23) O=C1CC(c2cccs2)Cc2nc(NCC3CCCO3)ncc21 (centres undefined)
(24) CN(C(=O)Nc1ccccc1)C1CCCc2ccccc21 (centres undefined)
(25) Cc1noc(C)c1C(=O)N1CCC1(C)C(=O)NS(=O)(=O)c1ccccc1C(F)(F)F (centres undefined)
(26) O=C(NCCc1cnc[nH]1)Nc1cccc(C(F)(F)F)c1
(27) Cc1ccc(-c2nnc(CN3CCCCC3C)o2)cc1 (centres undefined)
(28) COc1c(-c2ccccc2)oc2c(ccc3occc32)c1=O
(29) O=C(Nc1cccc(F)c1)Nc1c[nH]c(=O)[nH]c1=O
(30) COc1cccc(CN2C(=O)C(C)N(C(=O)c3ccccc3)c3ccccc32)c1 (centres undefined)
screen / no.	23	24	25	26	27	28	29	30
N-glyco inh	-1	1	1	2	-2	1	-2	-3
ABCB6 inh 2	97	99	103	99	89	94	97	97
PDI inh	2	-2	9	4	-17	-7	0	2
H9c2 protect	10	3	-2	6	-2	3	-1	-14
MC4R antagonist	5	11	-6	-3	5	11	18	2
m5-HT2A agonist	5	1	-2	-4	8	2	8	3
MC4R ag barr	-0.8	-0.2	-0.5	2.0	-0.2	-0.9	-0.6	-1.4
CaV13 FRET inh	.	-5	-4	-1	-7	0	-16	-4
Exocytosis inh	-4	-4	-1	13	2	-3	6	39
ABHD5-PLIN5 inh	-3	0	2	8	1	2	-8	4

A draw from above in order of molar mass, rising.
(26) O=C(NCCc1cnc[nH]1)Nc1cccc(C(F)(F)F)c1
(30) COc1cccc(CN2C(=O)C(C)N(C(=O)c3ccccc3)c3ccccc32)c1 (centres undefined)
(25) Cc1noc(C)c1C(=O)N1CCC1(C)C(=O)NS(=O)(=O)c1ccccc1C(F)(F)F (centres undefined)
screen / no.	26	30	25
N-glyco inh	2	-3	1
ABCB6 inh 2	99	97	103
PDI inh	4	2	9
H9c2 protect	6	-14	-2
MC4R antagonist	-3	2	-6
m5-HT2A agonist	-4	3	-2
MC4R ag barr	2.0	-1.4	-0.5
CaV13 FRET inh	-1	-4	-4
Exocytosis inh	13	39	-1
ABHD5-PLIN5 inh	8	4	2

Next part
(31) Cn1c(Sc2ccc(C(=O)O)cc2[N+](=O)[O-])nnc1-c1ccccc1
(32) Cn1c(Cc2cccs2)n[nH]c1=S
(33) O=[N+]([O-])c1cc([N+](=O)[O-])c(Oc2ccc(F)cc2)cc1NN1CCCCC1
(34) CCCCN(CC)CCCNC(=O)c1ccc(CS(=O)(=O)c2ccccc2C)o1
(35) Cc1cc(Br)ccc1N=C1C(=O)Nc2ccccc21
(36) CCN(CC)CCOCCOc1cc(C)c(Cl)c(C)c1
screen / no.	31	32	33	34	35	36
N-glyco inh	1	1	-1	0	5	0
ABCB6 inh 2	103	99	97	105	96	96
PDI inh	-14	-7	-1	1	-1	5
H9c2 protect	-3	9	-6	6	4	0
MC4R antagonist	12	0	14	18	5	1
m5-HT2A agonist	0	3	-7	3	7	-5
MC4R ag barr	0.7	-2.1	1.1	-1.5	-2.1	0.9
CaV13 FRET inh	-4	-8	-10	-20	-3	-5
Exocytosis inh	0	0	-3	-4	-24	-1
ABHD5-PLIN5 inh	0	-4	-2	1	-1	3

(37) CCN(CC)C(=O)C(=O)Nc1cccc(Br)c1
(38) CCOC(=O)C1CCCN(C(=O)/C=C/c2ccc([N+](=O)[O-])cc2)C1 (centres undefined)
(39) Cc1nn2cc(-c3ccc(Cl)cc3)cnc2c1Br
(40) CC(=O)Nc1cccc(C(=O)OCCCOc2ccc(F)cc2)c1
(41) CC(=O)c1cccc(NC(=O)C(C)OC(=O)CCn2c(C)csc2=O)c1 (centres undefined)
(42) O=C1CCN(Cc2ccccc2)CCN1[C@H](COc1ccccc1)c1ccccc1
screen / no.	37	38	39	40	41	42
N-glyco inh	-1	0	-4	0	1	-3
ABCB6 inh 2	96	102	92	93	94	96
PDI inh	9	-1	-8	-12	9	6
H9c2 protect	-4	3	-15	-6	0	-8
MC4R antagonist	3	7	5	-5	-1	6
m5-HT2A agonist	0	2	7	4	1	-6
MC4R ag barr	-2.5	-2.6	13*	0.9	-0.5	-0.4
CaV13 FRET inh	-19	-5	-2	-5	-5	-5
Exocytosis inh	-2	-6	-2	2	3	15
ABHD5-PLIN5 inh	2	-2	11	5	4	5

(43) Cc1c(C(=O)O)oc2ccc(S(=O)(=O)NCc3ccccc3)cc12
(44) CCN(CC)CCNC(=O)c1cc2cc(Br)ccc2s1
(45) c1coc(Cn2nnnc2CN2CCN(C3CCCC3)CC2)c1
(46) O=C(N/N=C\c1cn[nH]c1-c1ccccc1)c1cccnc1
(47) Cn1cnnc1SCC(=O)N1N=C(c2ccc(Cl)cc2)CC1c1ccco1 (centres undefined)
(48) COc1cc(C(=O)OCC(=O)NC2CC2)cc(OC)c1OC
(49) COc1ccc(C2=NC(C(F)(F)F)(C(F)(F)F)c3c(n(C)c(=O)n(C)c3=O)N2)cc1
(50) COc1cccc(NC(=O)/C=C/c2ccc([N+](=O)[O-])cc2)c1
screen / no.	43	44	45	46	47	48	49	50
N-glyco inh	3	-9	-1	0	3	4	-1	2
ABCB6 inh 2	106	99	101	99	96	98	101	97
PDI inh	-3	-4	-3	-3	-7	10	4	0
H9c2 protect	5	20	2	0	4	-1	-5	-1
MC4R antagonist	3	2	9	2	-2	2	-1	-2
m5-HT2A agonist	0	-11	-1	1	0	-1	-2	-1
MC4R ag barr	-0.5	0.4	-0.9	-0.6	-1.9	0.2	0.7	-2.8
CaV13 FRET inh	-4	-6	-5	-7	-2	-5	-4	-2
Exocytosis inh	1	-1	0	-1	0	0	4	50
ABHD5-PLIN5 inh	4	7	-2	-2	3	-3	3	-2

Assay outcomes deposited in PubChem BioAssay by several laboratories.

An unsorted share of the library. Share with any hit: about 4.2%.
